High-throughput results (PubChem BioAssay)
CF NFkB block – blocks PAF-induced NF-kB reporter in cystic fibrosis cells; AID 588850; inhibition, % at 5 µM; actives 0.86% (n = 360,000); KKLEB NF-kB-GFP reporter, GFP fluorescence overnight;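 active means at least 50% inhibition at 5 µM, scaled per plate between neutral and stimulator controls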;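 further: PAF is a Pseudomonas aeruginosa culture filtrate used as stimulus; plate controls were PAF-stimulated DMSO wells for no effect and unstimulated DMSO wells for full effect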
TRPM1 prom inh – reduces MITF-dependent TRPM1 promoter luciferase signal. SK-MEL-5 TRPM1 promoter luciferase, 24 h. inhibition, % at 12.5 µM. actives 0.83% (n = 330,000). AID 488899;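 active means mean inhibition across replicates of 60% or more, whatever share of single replicates reaches that level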; further: values of inactives mirror those of a sister screen read the other way
TRAIL sens C8 – caspase-8 TRAIL sensitization. NB7+C8 cells + TRAIL, ATPlite viability luminescence. inhibition (viability loss, TRAIL sensitization), % at 10 µM. actives 1% (n = 360,000). AID 624354;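 active means compounds causing at least 50% loss of cell viability in the single-dose screen, relative to plate controls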
Peg3 prom inh – reduces Peg3 promoter-driven luciferase expression in HeLa | actives 1.7% (n = 360,000) | inhibition, % at 20 µM | HeLa PEG-Prom luciferase reporter, luminescence, overnight;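 active means inhibition of at least 50% at 20 µM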
Shn3 3UTR inh – Schnurri-3 reporter inhibition in Clone20 osteoblasts; Clone20 osteoblast Shn3 3'UTR firefly luciferase, 24 h; inhibition, % at 12.5 µM; actives 0.52% (n = 360,000);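 active means mean inhibition of at least 75% with every replicate also reaching 75%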;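 further: 0% = median of neutral control wells and 100% = pilot-screen positive control compound; some compounds past the cut are filed as inactive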
KKLEB cytotox – counter-screen for CF NF-kB inhibitors: cytotoxicity; KKLEB CF airway cells viability, ATPlite luminescence, overnight; active compounds read low; cells stimulated with P. aeruginosa culture filtrate; activity change (cytotoxicity), % at 5 µM; actives 0.36% (n = 360,000); AID 602141;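 active means corrected activity change at or below -50% at 5 µM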
NR2E3 ag-1 – agonists of human NR2E3 nuclear receptor; inhibition of corepressor binding, % at 3.98 µM; actives 0.35% (n = 360,000); AID 602229; CHO-S Gal4-NCOR/VP16-NR2E3 two-hybrid, luciferase; Q9Y5X4;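 active means inhibition above the mean of all tested compounds plus 3 SD, cut at about 70% in these data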;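 further: 0% = DMSO with NR2E3 transfected cells and 100% = cells lacking NR2E3 construct; higher means lower luciferase signal from less NR2E3 corepressor binding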
Target sequence (Q9Y5X4 whole entry, looked up, the tested form may be a part): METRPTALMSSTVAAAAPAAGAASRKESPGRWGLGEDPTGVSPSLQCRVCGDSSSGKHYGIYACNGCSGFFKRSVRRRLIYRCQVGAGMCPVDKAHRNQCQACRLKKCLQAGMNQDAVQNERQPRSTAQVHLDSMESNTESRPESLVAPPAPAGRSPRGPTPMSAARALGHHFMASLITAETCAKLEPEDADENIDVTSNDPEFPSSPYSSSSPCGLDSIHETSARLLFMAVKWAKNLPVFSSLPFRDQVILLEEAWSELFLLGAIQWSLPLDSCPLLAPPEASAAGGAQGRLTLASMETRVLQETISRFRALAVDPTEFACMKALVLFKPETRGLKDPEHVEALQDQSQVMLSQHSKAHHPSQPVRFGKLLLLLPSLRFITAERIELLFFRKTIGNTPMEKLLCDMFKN
NR2E3 ag-2 – NR2E3 (human) agonism | inhibition of corepressor binding, % at 4.78 µM | AID 2300 | GST-NR2E3/biotin-RetCOR TR-FRET, 1536-well | actives 0.12% (n = 320,000) | Q9Y5X4;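 active means percent inhibition above the cutoff of mean plus 3 SD of all tested compounds, set per screening campaign, cut at about 20% in these data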;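 further: 0% = DMSO wells and 100% = biotin wells as full block of FRET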
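System: GST-tagged NR2E3 plus biotinylated RetCOR corepressor; Buffer or medium: pH 7.5 Tris-based buffer; Probe or stimulus: RetCOR corepressor, biotinylated, 7 nM; Doses: compound at 4.8 µM, single dose; Schedule: 5 h incubation at 4 °C; Technique: time-resolved FRET; Evaluation: percent inhibition of TR-FRET ratio; Replication: one well per compound, singlicate testing.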
hiPSC survival – hiPSC single-cell survival enhancement; ATPlite luminescence; 100% = ROCK inhibitor wells, 0% = DMSO; survival enhancement, % at 20 µM; actives 0.044% (n = 360,000); in the data active means survival enhancement above about 18%;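 further: cells exposed to compounds for 16 hours before the ATP read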
HIF-2a inh – HIF-2a inhibition. 786-0 RCC cells HIF-2a reporter, luciferase luminescence, overnight. inhibition, % at 18.8 µM. actives 0.72% (n = 360,000);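 active means inhibition of the luminescence signal of 40% or more relative to plate controls, in a single-dose primary screen at 18.75 µM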
LMP1 NFkB inh – Epstein-Barr LMP1 NF-kappaB reporter inhibition. LMP1-induced NF-kappaB luciferase reporter cells, luminescence. inhibition, % at 12.5 µM. actives 0.69% (n = 350,000); in the data active means inhibition above about 41%;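 further: 0% = neutral control wells and 100% = reference inhibitor control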
Numbers without * were called inactive; x = no result given. This is a subset (hit frequency here may not be typical).

Start of the data: the first 2 records (preview)
| structure | CF NFkB block | TRPM1 prom inh | TRAIL sens C8 | Peg3 prom inh | Shn3 3UTR inh | KKLEB cytotox | NR2E3 ag-1 | NR2E3 ag-2 | hiPSC survival | HIF-2a inh | LMP1 NFkB inh |
| --- | --- | --- | --- | --- | --- | --- | --- | --- | --- | --- | --- |
| Cc1cccc(NC(=S)N/N=C/c2ccc([N+](=O)[O-])s2)c1 | -14 | 51 | 48* | 4 | 73 | 16 | -32 | -1 | -2.6 | -56 | 30 |
| Fc1ccccc1CN(CCN1CCOCC1)C(=S)Nc1ccccc1Cl | 0 | 3 | -18 | 11 | 9 | -18 | -15 | -4 | -0.6 | 10 | 4 |

Main list, from the start:
| structure | CF NFkB block | TRPM1 prom inh | TRAIL sens C8 | Peg3 prom inh | Shn3 3UTR inh | KKLEB cytotox | NR2E3 ag-1 | NR2E3 ag-2 | hiPSC survival | HIF-2a inh | LMP1 NFkB inh |
| --- | --- | --- | --- | --- | --- | --- | --- | --- | --- | --- | --- |
| Cc1cccc(NC(=S)N/N=C/c2ccc([N+](=O)[O-])s2)c1 | -14 | 51 | 48* | 4 | 73 | 16 | -32 | -1 | -2.6 | -56 | 30 |
| Fc1ccccc1CN(CCN1CCOCC1)C(=S)Nc1ccccc1Cl | 0 | 3 | -18 | 11 | 9 | -18 | -15 | -4 | -0.6 | 10 | 4 |
| COc1ccc(-c2sc3ccccc3c2-c2ccc(O)cc2)cc1 | 1 | 12 | -5 | 42 | 1 | 12 | 3 | x | -1.3 | 6 | -3 |
| CCc1c(C#N)c(SCCC(=O)Nc2cccc(OC)c2)nc2c1C(=O)CC(C)(C)C2 | 4 | 0 | -7 | 2 | 2 | -5 | -2 | 5 | 8.1 | -30 | -11 |
| O=C(c1nc2ccc(Cl)cn2c1CN1CCC[C@H]1CO)N1CCc2ccccc2C1 | -1 | x | -3 | -19 | -24 | 2 | 11 | x | 4.6 | -3 | 4 |
| O=C(CCCc1ccccc1)Nc1cccnc1Cl | 7 | -10 | -1 | -33 | -25 | 7 | -14 | 0 | 2.8 | -66 | 2 |
| COc1cccc(-n2nnnc2SCC(=O)NCCc2ccccc2)c1 | 13 | -10 | -5 | 8 | 0 | -22 | 2 | 0 | 0.6 | -3 | -7 |
| NC(=O)C(=O)NN=C1C2CC3CC(C2)CC1C3 | 6 | -11 | -7 | 22 | -14 | -3 | -28 | 1 | 0.1 | 18 | 1 |
| COc1ccccc1CN1CC(C(=O)N(CCO)Cc2cccs2)CCC1=O (configuration not stated) | 7 | 4 | -4 | -23 | 0 | -1 | 6 | 2 | 0.3 | 5 | -2 |
| c1ccc(CSCc2nc3ccccc3[nH]2)cc1 | 8 | -110 | -3 | -194 | -96 | 3 | -58 | 3 | 0.1 | -195 | -8 |
| CCc1noc2c1/C(=N\O)CC(c1ccccc1)C2 (configuration not stated) | 8 | -24 | 23 | -17 | -12 | -7 | 7 | 0 | 3.4 | -51 | -2 |
| C=CCn1c(N)c(S(=O)(=O)c2cccs2)c2nc3ccccc3nc21 | -2 | -3 | -17 | 18 | 8 | -5 | -7 | 0 | 0.8 | 14 | -3 |
| Cc1ccc(C2C(C#N)=C(N)Oc3c2oc(CO)cc3=O)o1 (configuration not stated) | 0 | 3 | -4 | -7 | 7 | -1 | -31 | 5 | 1.9 | 5 | -18 |
| O=C(c1ccc(Cl)c([N+](=O)[O-])c1)N(Cc1ccccc1)C1CCS(=O)(=O)C1 (configuration not stated) | 5 | 2 | -4 | 6 | 1 | 2 | -15 | -5 | 0.2 | 18 | 4 |
| Cc1ccc(S(=O)(=O)N2CCOCC2)cc1NC(=O)CNCC1CCCCC1 | 6 | -4 | -5 | 15 | 16 | 7 | -13 | 3 | -0.1 | 12 | -6 |
| COc1ccc(C=NC(CO)C(O)c2ccc([N+](=O)[O-])cc2)cc1 (configuration not stated) | 1 | 9 | -8 | 15 | -14 | -11 | -16 | -4 | -1.6 | 2 | 6 |
| COc1cc(OC)c(/C=N/NC(=O)Cn2nc([N+](=O)[O-])cc2C)c(OC)c1 | 1 | 2 | -5 | 21 | 6 | 5 | 12 | 0 | 0.6 | 16 | -4 |
| COc1ccc(-c2cc(C(=O)OC(C)C(=O)Nc3c(C)n(C)n(-c4ccccc4)c3=O)c3ccccc3n2)cc1 (configuration not stated) | -3 | -1 | -4 | -27 | -24 | 1 | -17 | 3 | 2.0 | -26 | -12 |
| O=c1c2c(nc3nc(CCc4ccccc4)[nH]n13)CCC2 | 3 | -1 | -4 | 3 | -9 | -2 | 19 | -1 | -0.5 | 2 | 2 |
| O=C(/C=C/c1ccco1)Nc1ccc(Oc2ccccc2)cc1 | -9 | -6 | 18 | -245 | -10 | -4 | -101 | 0 | -4.4 | -198 | 2 |
| COc1ccc(S(=O)(=O)N(C)CC(=O)Nc2ccc(C)cc2)cc1OC | 5 | 1 | -11 | 21 | 0 | 12 | -15 | 3 | -0.7 | 24 | 1 |
| Cc1ccc(C(=O)CSc2cc(C)[nH]c(=O)n2)cc1 | -2 | -36 | -6 | -276 | -28 | -2 | -193 | 3 | 0.5 | -121 | 3 |
| O=C(NCC(=O)N1CCN(c2ccccc2O)CC1)C1CCCCC1 | 1 | -5 | -10 | -58 | -9 | 0 | -27 | 0 | -0.4 | -42 | 0 |
| O=C(N1CCCC1)n1c(Cc2ccccc2)nc2ccccc21 | -9 | -7 | 8 | -3 | -1 | 3 | -11 | 3 | -2.6 | -10 | -5 |
| N#Cc1nnn(-c2cc(Cl)cc(Cl)c2)c1N | -4 | -7 | 2 | 11 | -3 | 10 | -19 | 1 | -0.8 | 16 | 5 |
| Cc1[nH]n(-c2ccc(Cl)cc2)c(=O)c1/C=N/n1c(C)nc2ccccc2c1=O | -16 | 11 | 10 | 24 | -4 | 2 | -7 | 2 | 1.5 | 1 | -3 |
| Cc1cccc(C)c1NC(=O)c1c(O)c2ccccc2[nH]c1=O | 7 | 11 | 20 | 12 | -14 | 2 | -9 | -2 | -0.1 | -1 | -5 |
| CCOc1cc(C(=S)N2CCOCC2)ccc1OC | -9 | 7 | -11 | 19 | 11 | -1 | -21 | 5 | -1.4 | -2 | 3 |
| CC(=O)c1c(C)[nH]c(C(=O)COC(=O)c2c(C)noc2C)c1C | 0 | 1 | -6 | -4 | -8 | -8 | -11 | -1 | 2.2 | -7 | -12 |
| COc1cccc(Oc2nc3ncn(Cc4ccccc4)c3c(=O)n2C)c1 | 1 | 11 | 3 | 21 | -5 | 17 | -15 | 4 | 7.0 | 13 | -4 |
| CCc1nc(N2CCCC(C)C2)c2oc3ccccc3c2n1 (configuration not stated) | 0 | 5 | 14 | 27 | 26 | -18 | -38 | 4 | -0.7 | 13 | -40 |
| O=C(Nc1n[nH]c(=S)s1)c1ccco1 | -1 | 0 | -14 | 4 | -5 | 10 | -36 | 2 | 1.1 | -34 | 1 |
| CC(C)C(=O)NC(=S)Nc1ccc(S(=O)(=O)N(C)Cc2ccccc2)cc1 | -4 | 19 | 15 | 34 | 3 | 9 | -14 | -1 | 7.0 | 15 | 0 |
| CCN1CCN(S(=O)(=O)c2ccc(Cl)c(C(=O)N(C)Cc3cccs3)c2)CC1 | 7 | -9 | -2 | 3 | -6 | -52* | 2 | 0 | -0.2 | 8 | 4 |
| Cc1ccc(OCC(=O)N(Cc2ccccc2)c2c(N)n(Cc3ccccc3)c(=O)[nH]c2=O)c(C)c1 | 11 | 16 | 7 | 16 | 27 | -10 | -7 | 1 | 0.4 | 25 | 3 |
| COc1ccc(NC(=S)NNC(=O)c2ccco2)c(OC)c1 | 16 | 6 | -20 | 0 | 3 | 7 | -34 | -4 | 3.6 | -23 | x |
| COC(=O)c1c(C)cc(OC(C)=O)c(C)c1OC(C)=O | 14 | 13 | -13 | -3 | 1 | -20 | -11 | 4 | -1.7 | 17 | 3 |
| Cc1cccc(NC(=S)NCCN2CCOCC2)c1C | -10 | 7 | 2 | 16 | -3 | 1 | -8 | 0 | -1.0 | 11 | 6 |
| COc1ccccc1CNC(=O)c1ccc(OCc2c(C)noc2C)c(OC)c1 | -6 | 3 | -6 | -11 | 13 | 3 | -39 | 0 | -2.5 | -3 | -5 |
| O=C(NCc1cccc(Cl)c1)c1ccc2c(c1)OCO2 | 3 | -15 | 11 | -13 | -8 | -6 | -26 | -2 | -3.9 | -2 | -3 |
| N#CCC(=O)Nc1sc2c(c1C(N)=O)CCCC2 | -17 | -8 | 2 | -11 | 18 | -4 | -20 | 5 | -2.5 | -5 | 3 |
| Cc1ccc(Nc2nc(OC(C(F)(F)F)C(F)(F)F)nc(N3CCOCC3)n2)cc1 | 8 | -37 | 15 | 1 | 33 | 0 | 14 | 0 | 0.8 | 1 | -48 |
| O=C(COC(=O)c1ccc(O)cc1)Nc1ccc2[nH]c(=O)[nH]c2c1 | 10 | -5 | -1 | -8 | 10 | 0 | -13 | 0 | -0.5 | 6 | 18 |
| Cc1ccccc1NS(=O)(=O)c1cc(C(=O)Nc2cccc([N+](=O)[O-])c2)ccc1C | -7 | -4 | 17 | 35 | 23 | -12 | -20 | -2 | 1.8 | 10 | -5 |
| Nn1c(SCC(=O)Nc2ccc(F)cc2)nnc1C1CCCCC1 | -13 | 3 | -4 | 8 | -14 | 6 | 4 | 0 | -0.9 | 5 | -3 |
| O=C(NCc1ccco1)c1ccc(Br)s1 | 14 | 5 | -9 | -10 | 10 | -3 | -23 | 2 | -2.0 | -22 | 0 |
| CC(=O)NS(=O)(=O)c1ccc(NC(=O)c2ccccc2F)cc1 | 11 | -8 | 4 | -22 | -28 | 7 | 17 | -1 | 4.5 | -3 | -2 |
| COc1cccc(CNC(=O)C2CCC(CNc3c(N4CCC(C)CC4)c(=O)c3=O)CC2)c1 (configuration not stated) | 5 | -3 | 14 | 6 | 5 | -2 | -9 | 2 | -0.7 | 13 | 8 |
| COC(=O)c1ccc(/C=N/Nc2nc3ccccc3[nH]2)cc1 | -11 | -72 | 27 | -356 | -36 | -3 | -103 | 5 | -2.4 | -246 | -43 |
| CSc1ccc(CN2CCC(n3nccc3NC(=O)C3CCOC3)CC2)cc1 (configuration not stated) | 1 | 7 | -15 | 12 | 0 | 13 | -13 | 0 | -0.3 | 14 | -11 |
| O=Nc1c2cc(-c3ccccc3)[nH]nc-2c2ccccc12 | -77 | 27 | 72* | 10 | 6 | -11 | -162 | x | -5.5 | -50 | -6 |
| O=C(CC1SC(=Nc2ccc(OC(F)F)cc2)N(CCN2CCOCC2)C1=O)Nc1ccccc1 (configuration not stated) | 7 | 2 | -7 | -3 | -15 | -12 | 0 | 3 | -0.6 | -8 | 0 |

Sorted by value in HIF-2a inh (largest number first): some entries from above.
compound | HIF-2a inh
CSc1ccc(CN2CCC(n3nccc3NC(=O)C3CCOC3)CC2)cc1 (configuration not stated) | 14
COc1cccc(CNC(=O)C2CCC(CNc3c(N4CCC(C)CC4)c(=O)c3=O)CC2)c1 (configuration not stated) | 13
O=Nc1c2cc(-c3ccccc3)[nH]nc-2c2ccccc12 | -50
